Cav32 inh – inhibitors of human Cav3.2 T-type calcium channel | B-score at 10 µM | actives 4% (n = 100,000) | Cav3.2-expressing cells, Fluo-4 calcium fluorescence FDSS; active compounds read low | AID 449739;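 active = single-dose well whose peak fluorescence ratio is a statistical outlier from its plate by either plate-standardised score or position-corrected B-score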
Target sequence (O95180 whole entry, looked up): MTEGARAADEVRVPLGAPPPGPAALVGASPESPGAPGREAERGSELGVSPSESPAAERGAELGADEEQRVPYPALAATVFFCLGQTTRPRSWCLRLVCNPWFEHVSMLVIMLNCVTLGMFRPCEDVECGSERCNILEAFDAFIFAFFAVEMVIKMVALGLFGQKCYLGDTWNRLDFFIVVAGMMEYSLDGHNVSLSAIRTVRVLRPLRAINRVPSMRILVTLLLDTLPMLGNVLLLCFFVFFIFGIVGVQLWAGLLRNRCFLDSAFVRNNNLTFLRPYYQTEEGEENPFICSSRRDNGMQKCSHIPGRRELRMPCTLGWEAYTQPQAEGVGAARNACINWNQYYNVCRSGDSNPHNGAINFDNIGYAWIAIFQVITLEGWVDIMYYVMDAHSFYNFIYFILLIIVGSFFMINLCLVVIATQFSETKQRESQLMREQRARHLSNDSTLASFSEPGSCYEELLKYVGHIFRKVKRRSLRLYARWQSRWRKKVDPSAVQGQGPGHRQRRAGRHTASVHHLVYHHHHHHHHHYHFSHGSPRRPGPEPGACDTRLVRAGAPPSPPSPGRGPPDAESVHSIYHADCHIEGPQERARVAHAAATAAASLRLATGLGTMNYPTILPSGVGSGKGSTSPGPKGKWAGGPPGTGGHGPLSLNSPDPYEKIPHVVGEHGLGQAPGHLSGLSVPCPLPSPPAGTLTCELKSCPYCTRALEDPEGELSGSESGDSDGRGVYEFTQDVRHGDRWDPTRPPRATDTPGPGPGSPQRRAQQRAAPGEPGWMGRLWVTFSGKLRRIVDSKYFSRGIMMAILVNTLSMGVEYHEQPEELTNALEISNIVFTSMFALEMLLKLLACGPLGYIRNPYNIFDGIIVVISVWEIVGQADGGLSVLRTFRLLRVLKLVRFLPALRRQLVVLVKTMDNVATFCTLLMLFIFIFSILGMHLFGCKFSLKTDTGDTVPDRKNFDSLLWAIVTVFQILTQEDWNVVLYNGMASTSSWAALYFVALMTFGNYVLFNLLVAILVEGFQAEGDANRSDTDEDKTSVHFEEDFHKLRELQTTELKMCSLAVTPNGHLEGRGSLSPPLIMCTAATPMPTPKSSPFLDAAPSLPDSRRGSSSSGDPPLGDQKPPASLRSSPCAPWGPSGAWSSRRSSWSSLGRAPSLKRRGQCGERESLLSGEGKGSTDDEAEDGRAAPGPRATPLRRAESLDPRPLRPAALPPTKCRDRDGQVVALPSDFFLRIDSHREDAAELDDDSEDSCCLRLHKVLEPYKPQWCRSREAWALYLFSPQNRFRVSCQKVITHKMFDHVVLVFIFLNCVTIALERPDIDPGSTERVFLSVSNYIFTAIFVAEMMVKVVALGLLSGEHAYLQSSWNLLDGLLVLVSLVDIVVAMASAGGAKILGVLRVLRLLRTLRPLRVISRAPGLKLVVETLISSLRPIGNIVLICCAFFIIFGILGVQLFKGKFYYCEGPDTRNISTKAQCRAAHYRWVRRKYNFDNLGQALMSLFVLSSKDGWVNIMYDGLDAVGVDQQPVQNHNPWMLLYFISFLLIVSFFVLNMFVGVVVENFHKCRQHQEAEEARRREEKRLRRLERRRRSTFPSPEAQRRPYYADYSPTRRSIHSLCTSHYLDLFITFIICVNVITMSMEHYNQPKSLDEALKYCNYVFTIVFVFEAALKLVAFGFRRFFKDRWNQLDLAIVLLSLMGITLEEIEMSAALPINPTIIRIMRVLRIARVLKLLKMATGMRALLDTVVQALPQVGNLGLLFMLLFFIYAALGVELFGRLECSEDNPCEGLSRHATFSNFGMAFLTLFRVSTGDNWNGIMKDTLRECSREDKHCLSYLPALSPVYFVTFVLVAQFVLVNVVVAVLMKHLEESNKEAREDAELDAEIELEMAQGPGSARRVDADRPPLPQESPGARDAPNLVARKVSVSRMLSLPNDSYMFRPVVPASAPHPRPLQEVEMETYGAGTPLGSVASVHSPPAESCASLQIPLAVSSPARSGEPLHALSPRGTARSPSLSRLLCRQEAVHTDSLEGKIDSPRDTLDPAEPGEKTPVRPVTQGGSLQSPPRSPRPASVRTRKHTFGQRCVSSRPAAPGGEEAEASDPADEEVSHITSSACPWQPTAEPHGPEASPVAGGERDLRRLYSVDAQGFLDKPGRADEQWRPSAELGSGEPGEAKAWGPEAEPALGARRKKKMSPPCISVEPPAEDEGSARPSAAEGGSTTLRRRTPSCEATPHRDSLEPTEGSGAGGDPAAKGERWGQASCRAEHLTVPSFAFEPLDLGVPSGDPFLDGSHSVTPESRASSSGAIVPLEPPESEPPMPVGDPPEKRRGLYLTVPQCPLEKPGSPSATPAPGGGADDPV
An asterisk follows results filed as active.

SMILES	Cav32 inh
CC(=O)O[C@H]1CC[C@@]2(C)C(CCC3C2CC[C@]2(C)OC(=O)CCC32)C1 (stereo not given in full)	-0.029
O=C(NCc1cccnc1)c1cccn2c(=O)c3sccc3nc12	0.55
C=CCOc1ccc(/C(CC)=N/O)c(OC)c1	1.4
CC(C)(C)c1ccc(C(=O)CSc2nc3ccccc3c(=O)[nH]2)cc1	-1.3
Cc1ccc2c(c1)c1c(n2CC(O)CNC2CCCCC2)CCCC1 (stereo not given)	-2.3
O=C(Nc1cccc(Cl)c1)OCc1ccccn1	-0.45
COc1cc2c(=O)n(Cc3ccccc3)c(=O)n(CC(=O)NCCc3ccccc3)c2cc1OC	0.17
CC(=O)C[C@H]1c2cc(F)ccc2S(=O)(=O)N1c1ccc(N(C)C)cc1	-0.31
O=C(C1=C[C@H](C2CCCCC2)C[C@H](OCCCCO)O1)N1CCN(Cc2ccc3c(c2)OCO3)CC1	-2.4
CCOC(=O)N1CCN(C(=O)c2ccc3c(c2)ncn3C2CCCC2)CC1	-0.84
O=S(=O)(Cc1ccccc1)Nn1cnnc1	0.87
Cc1ccc(C(=O)COC(=O)c2ccc3c(c2)C(=O)N(c2cccc4ncccc24)C3=O)cc1C	0.044
O=C(O)Cn1c(P(=O)(O)c2ccccc2)nc2ccccc21	0.51
Clc1ccc2[nH]c3c(NCCCN4CCOCC4)ncnc3c2c1	1.2
COC(=O)C1=C(N)Oc2cc(C)n(Cc3ccncc3)c(=O)c2C1c1cccnc1 (stereo not given)	0.91
COc1cc(O)c(C(CC(=O)N2CCOCC2)c2ccc3c(c2)OCO3)c(OC)c1 (stereo not given)	0.37
c1ccc(CSc2ncccn2)cc1	0.17
COc1ccc(Cl)cc1NC(=O)Cn1cccc1	-0.47
Nc1cc(Cl)ccc1Oc1ccccc1	0.93
COC(=O)c1cccc(NC(=O)c2nn(C)c(=O)c3ccccc23)c1	0.016
CCCCCCNC(=O)N[C@@H](C(=O)NCCC[C@H]1CN2C(=NC[C@@H]2Cc2ccccc2)N1CCc1cccc(OC)c1)C(C)C	-2.1
O=S(=O)(/N=C/N1CCOCC1)c1ccc(Cl)cc1	0.35
COc1ccc(C2N3CC4(C)CN2CC(C)(C3)C4=O)cc1OC (stereo not given)	0.63
CC1=CC(c2ccccc2)n2nc(N3C(=O)C4CC=CCC4C3=O)nc2N1 (stereo not given)	1.3
O=C(C1CCCO1)N1CCC(O)(c2ccccc2)CC1 (stereo not given)	0.036
N#Cc1ccc(-n2c(-c3ccccc3)nnc2-c2ccccc2)cc1C#N	0.2
O=C(Nc1ccc2c(c1)OCO2)c1cc(C2CC2)on1	0.63
Cc1ccc(-c2cc(C(F)F)nc(NCc3cccnc3)n2)cc1	-4.4*
COc1cccc(N2CCN(C(=S)NCc3ccco3)CC2)c1	-1.2
COc1ccccc1NC(=O)CN1C(=O)CCS(=O)(=O)c2ccccc21	-1.5
Cc1sc2ncn3c(C)nnc3c2c1C	1.7
COc1cccc(NC(=O)C(NC2CCCC2)c2ccccc2)c1 (stereo not given)	-2.3
Nn1c(SC/C=C/c2ccccc2)nnc1-c1cccnc1	0.69
Cc1noc(C(=O)Nc2ccc3c(c2)OCO3)c1Cl	-0.064
O=S1(=O)N=C(Nc2ccc(O)c(CN3CCCCC3)c2)c2ccccc21	1.1
COc1ccc(-c2noc(CSc3nc(N)c(-c4ccccc4)c(=O)[nH]3)n2)cc1OC	-0.25
O=C1[C@H]2[C@H](C=CC[C@H]2C(=O)N2CCN(c3ccccc3)CC2)CCN1Cc1ccc(Cl)c(Cl)c1	-2.5
O=C(CSc1nc(-c2ccco2)cc(C(F)(F)F)n1)NCCCn1ccnc1	1.6
CC(C)Oc1ccc(NC(N)=O)cc1	-0.13
CC(=O)c1cc(-c2ccccc2)n(CC(=O)N2CCC(N3CCCCC3)CC2)c1C	-1.5
Cc1cccc(-n2c(N)cc(=O)[nH]c2=S)c1C	0.45
COc1ccc(OC)c2sc(NC(=O)c3ccc(Cl)s3)nc12	-0.063
O=C(c1cc(C2CC2)on1)N1CCN(C(c2ccccc2)c2ccccc2)CC1	-0.23
CNc1nc(OC)nc(N2CCOCC2)n1	0.33
O=C(CSc1nc(-c2ccccc2)cc(=O)[nH]1)N1CCOCC1	1.4
Cn1c(SCC(=O)N2CCCCC2)nnc1-c1ccc(S(=O)(=O)N2CCOCC2)cc1	1.2
Cc1ccc(S(=O)(=O)CCC(=O)OCC(=O)Nc2cc(C)on2)cc1	0.81
O=C(Nc1nc(-c2ccccc2)cs1)c1ccc(S(=O)(=O)N2CCc3ccccc32)cc1	-1.3

Among those listed so far, 2 have a furan ring, fused or not:
SMILES	Cav32 inh
COc1cccc(N2CCN(C(=S)NCc3ccco3)CC2)c1	-1.2
O=C(CSc1nc(-c2ccco2)cc(C(F)(F)F)n1)NCCCn1ccnc1	1.6

The list continues.
SMILES	Cav32 inh
CCn1nccc1C(=O)Nc1cc(Cl)ccc1Cl	-1.9
COC(=O)Nc1c(C(=O)OC)cc(OC)c(OC)c1OC	0.048
COC(=O)CSc1nc(NC(C)C)nc(N2CCOCC2)n1	-0.088
COc1ccc(C(=O)COC(=O)CN2C(=O)NC(C)(C)C2=O)cc1OC	-0.08
O=C1c2ccccc2N2C(=O)c3ccccc3C2N1Cc1ccco1 (stereo not given)	-1.9
CC(C)N(C(=O)CSc1nnc(-c2cc3ccccc3cc2O)n1Cc1ccco1)C(C)C	-6.6*
Cc1ccc(C)c(N(C(=O)CS(=O)CC(=O)Nc2ccc3c(c2)OCO3)C(C)C(=O)NC2CCCC2)c1 (stereo not given)	-1.6
COc1ccc(OC)c(-c2cc(C(=O)Nc3c(C)nn(Cc4ccccc4C)c3C)no2)c1	-2.6
O=P(O)(O)CCP(=O)(c1ccccc1)c1ccccc1	0.00048
O=C1c2ccccc2C(O)(Cc2ccccc2)N1Cc1ccco1 (stereo not given)	-2.7
COc1ccc(CNC(=O)Cn2c(=O)oc3ccccc32)cc1OC	0.053
CCOC(=O)c1c2ccc(OCC(=O)N/N=C/c3ccccc3C(F)(F)F)cc2n2ccccc12	-0.49
CCOC(=O)N1CCC(Nc2c(-c3ccccc3)c(=O)c2=O)CC1	1.5
Cc1cccc(N2C(=O)CC(Sc3nc(C)cc(C)n3)C2=O)c1 (stereo not given)	0.34
COCCN1C(=O)N[C@@H](c2ccccc2)C(C(=O)OC)=C1C	0.033
COCCNC(=O)CSCc1nc(-c2ccc(SC)cc2)oc1C	-0.11
CCc1nc(SCc2nnc(-c3ccc(C)cc3)o2)c2c(C)c(C)sc2n1	-0.25
Cc1cc(NC(=O)c2ccc3c(c2)C(=O)N(C2CCCCC2)C3=O)no1	-0.079
COc1ccc(C(=O)O/N=C(\N)Cc2ccc(Cl)cc2)cc1OC	-2.6
CC(C)(C)[C@H]1C=C(C(N)=O)O[C@@H](OCCCCO)C1	0.35
COc1ccc(CNC(=O)c2c(C)oc3c2C(=O)c2ccccc2C3=O)cc1	1.6
CCOC(=O)c1ccc2c(c1)nc(SCc1cn3ccsc3n1)n2CC	0.034
Cc1csc(NC(=O)c2ccccc2O)n1	1
COc1ccc(CNc2cccc(F)c2)cc1Br	-1.2

Look-ups from above:
`COc1ccc(CNC(=O)c2c(C)oc3c2C(=O)c2ccccc2C3=O)cc1` – Cav32 inh = 1.6
`Cc1csc(NC(=O)c2ccccc2O)n1` – Cav32 inh = 1
`CCOC(=O)c1ccc2c(c1)nc(SCc1cn3ccsc3n1)n2CC` – Cav32 inh = 0.034
`CC(C)(C)[C@H]1C=C(C(N)=O)O[C@@H](OCCCCO)C1` – Cav32 inh = 0.35

Sorted by count of non-hydrogen atoms (low to high): part of the list above.
SMILES	Cav32 inh
COc1ccc(CNc2cccc(F)c2)cc1Br	-1.2
COCCN1C(=O)N[C@@H](c2ccccc2)C(C(=O)OC)=C1C	0.033
CC(=O)c1cc(-c2ccccc2)n(CC(=O)N2CCC(N3CCCCC3)CC2)c1C	-1.5

Continuation:
SMILES	Cav32 inh
C[C@@H]1C=C(C(=O)N2CCN(Cc3ccccc3)CC2)O[C@H](OCc2ccc(CO)cc2)C1	0.04
Cc1cccc(C)c1N1CCN(c2ccc3nnc(C(F)(F)F)n3n2)CC1	-0.86
O=C(NCCN1CCOCC1)Nc1ccc(Cl)cc1Cl	0.77
Cc1ccc(NC(=O)C2C3/C=C\CCCCC32)cc1C (stereo not given)	1.3
C=COCCNC(=O)Nc1ccc(Cl)cc1Cl	-1
CCOc1ccc(OCCOCCN2CCc3ccccc3C2)cc1	0.79
Cn1c(=O)n(CC#N)c2ccccc21	0.59
O=C(Nc1ccccc1C(=O)OC1CCOC1=O)c1ccco1 (stereo not given)	-0.55
C/C(=N\O)C1(C)N(O)C(C)(C)C(c2ccc(F)cc2)=[N+]1[O-] (stereo not given)	0.26
COC(=O)C(CC(C)C)NC(=O)c1ccc([N+](=O)[O-])cc1 (stereo not given)	0.66
O=C(CSc1nnc(-c2cccs2)n1Cc1ccccc1)N1CCc2ccccc2C1	-3.1
CCOc1ccc(NC(=O)Cn2nnc(-c3ccccc3NC(=O)C3CC3)n2)cc1	0.082
CSc1ccc(Cl)c(C(=O)NCCOc2cc(C)ccc2C(C)C)c1	-3.4
CCCOc1ccccc1C1NC(=O)NC(C)=C1C(=O)OCCOC(C)C (stereo not given)	0.075
COC(=O)c1nn(-c2ccccc2)nc1-c1nn(-c2ccccc2)nc1C(=O)OC	-2
CN1CCN(c2nc(-c3ccc(Br)cc3)nnc2-c2ccccc2)CC1	1.5
Cc1ccc(S(=O)(=O)N2CCN(C(=O)CN3CCc4ccccc4C3)CC2)cc1	-2.1
CN(C)c1ccc(NC(=O)CN2CCC(C(=O)c3ccc(F)cc3)CC2)cc1	-1.6
O=C(CSc1nc2ccccc2c(=O)n1NC(=O)Cc1ccccc1)NCCc1ccccc1	0.38
Cc1ccc(-n2[nH]c(C)c(/C=N/c3ccccn3)c2=O)cc1	-0.8
O=C(NCC(c1cccnc1)N1CCN(c2ccccc2F)CC1)OCc1ccccc1 (stereo not given)	-3.2
O=C(CSc1nnc(Cc2cc(=O)[nH]c(=O)[nH]2)n1-c1ccccc1)N1CCCC1	0.38
O=C(c1ccco1)N1CCN(S(=O)(=O)c2ccc3c(c2)CCN3C(=O)C2CC2)CC1	0.78
COc1cc(C(=O)OCC(=O)c2c[nH]c3ccccc23)ccc1OCC(=O)N1CCOCC1	0.84

Random excerpt: three compounds from above, in no set order.
SMILES	Cav32 inh
O=C(c1ccco1)N1CCN(S(=O)(=O)c2ccc3c(c2)CCN3C(=O)C2CC2)CC1	0.78
COC(=O)c1nn(-c2ccccc2)nc1-c1nn(-c2ccccc2)nc1C(=O)OC	-2
O=C(NCC(c1cccnc1)N1CCN(c2ccccc2F)CC1)OCc1ccccc1 (stereo not given)	-3.2

Following part.
SMILES	Cav32 inh
Cc1cc(C)nc(SCc2nnc(SCC(N)=O)n2Cc2ccco2)n1	-0.076
O=C(COC(=O)/C=C/c1cnc2ccccc2n1)NCC(F)(F)F	0.7
CCc1cccc(CC)c1NC(=O)c1cccc(NC(=O)c2ccccc2)c1	-0.91
Cc1[nH]n(-c2ccccc2)c(=O)c1C=Nc1cnc2ccccc2c1	-0.59
CC(C)(C)NC(=O)CN(C(=O)Cn1nnc(-c2ccccc2F)n1)c1cccc2c1CCCC2	-3.1*
Cc1cc2oc(=O)cc(Cn3ccnc3)c2cc1C	0.88
COc1ccc(CC(=O)NC(C)c2nnc(SCc3nc4ccccc4c(=O)[nH]3)n2C)cc1 (stereo not given)	-0.064
S=c1[nH]nc(C2COc3ccccc3O2)o1 (stereo not given)	0.25
O=S(=O)(c1ccc2c(c1)OCCO2)N1CCC(c2nc3ccc(Cl)cc3[nH]2)CC1	-2.4
O=C(NC1CC2CCCC(C1)N2CC(=O)N1CCCc2ccccc21)C1CCCCC1 (stereo not given)	2
O=C(Nc1ccc2c(c1)OCO2)C1CC(c2ccc(Cl)cc2)=NO1 (stereo not given)	-0.34
NC(=O)C[n+]1cccc2ccccc21	-0.066
O=C(COC(=O)c1ccc(Br)o1)Nc1nc2ccccc2s1	-1.3
COc1ccc(-n2c(=O)c3ccccc3n(CC(=O)NC3CCCCC3)c2=O)cc1	0.039
Cc1ccc2cc(CN(C(=O)c3cccnc3)C(C)C)c(=O)[nH]c2c1	0.21
CC1(C)Cc2c(ccc3ccccc23)C(c2cc3ccccc3oc2=O)=N1	0.52
CC(C)Oc1ccccc1C1CC(=O)Nc2cc3c(cc21)OCO3 (stereo not given)	-0.17
CC(C)(C)n1ncc2c(=O)n(CC(=O)NCc3ccc(F)cc3)cnc21	-1.2
CC12C(=O)N(c3nccs3)C(=O)C1C1C=CC2C1 (stereo not given)	-1.7
Cc1nn(Cc2ccc(Cl)cc2)c(C)c1NC(=O)c1c(-c2ccccc2)noc1C	-2.5
Cc1ccc(C(=O)Nc2cc(=O)n(C)c(=O)n2C)o1	0.5
O=c1cc(CO)oc(C(Nc2ccccn2)c2ccc(F)cc2)c1O (stereo not given)	-0.078
O=C(CN1CCCN(Cc2ccc(F)cc2Cl)C1=O)NCc1ccccc1	0.31
Cc1cccc(OCc2nnc(SCC(=O)Nc3cc(C)on3)n2C)c1	0.098
Cc1ccccc1NC(=O)CCN1C(=O)CSC1=O	1.1
CCOC(=O)c1c(C)[nH]c(C(=O)OCC(=O)Nc2cc(Cl)ccc2OC)c1C	-1.9
COc1cccc(C2C(C(=O)OCc3ccccc3)=C(C)Nc3ncnn32)c1OC (stereo not given)	-0.77
Cc1ccc(S(=O)(=O)N2CCOCC2)cc1C(=O)O	0.36
CSc1nsc(SCC(=O)N2CCN(c3ccccc3)CC2)n1	-1.5
Cc1cccc(OCc2nc3ccccc3c(=O)n2N)c1	-2
COc1cc(/C=C(/C#N)C(=O)NCCc2c[nH]c3ccccc23)ccc1OCc1ccccc1F	-0.3
CCOc1cc2[nH]c(=O)n(CCCCC(=O)N3CCCCCC3)c(=O)c2cc1OCC	0.56
CCOC(=O)CN1CC23C=CC(O2)C(C(=O)NCc2ccc(F)cc2)C3C1=O (stereo not given)	0.066
COc1ccc(C2NC(=O)c3ccccc3O2)cc1OC (stereo not given)	0.43

This is a subset. The share of hits here may be higher or lower than overall.
